CHRM5 agonist = CHRM5 agonism in calcium assay | P08912 | CHO-K1 hM5 cells, Fluo-8 calcium fluorescence; 0% DMSO wells, 100% maximal acetylcholine response | activation, % at 3 µM | 0.19% of 360,000 active | AID 624037;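 active = activation above the run's mean over test compounds plus 3 SD, cut at about 23% in these data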;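 note: signal is peak over basal fluorescence ratio across the kinetic read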
M1 antag = blocks human M1 muscarinic receptor. P11229. AID 588852. CHO-K1 hM1, Fluo-8 calcium fluorescence, ACh EC80 antagonist. inhibition, % at 3 µM. 1.3% of 360,000 active;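 active = percent inhibition above its own plate's cutoff, namely the mean of that plate's compound wells plus 3 SD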;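 note: peak over basal fluorescence ratio during 140 s after agonist addition; 0% = ACh EC80 plus DMSO and 100% = DMSO alone without agonist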
Target sequence (P11229 whole entry, looked up): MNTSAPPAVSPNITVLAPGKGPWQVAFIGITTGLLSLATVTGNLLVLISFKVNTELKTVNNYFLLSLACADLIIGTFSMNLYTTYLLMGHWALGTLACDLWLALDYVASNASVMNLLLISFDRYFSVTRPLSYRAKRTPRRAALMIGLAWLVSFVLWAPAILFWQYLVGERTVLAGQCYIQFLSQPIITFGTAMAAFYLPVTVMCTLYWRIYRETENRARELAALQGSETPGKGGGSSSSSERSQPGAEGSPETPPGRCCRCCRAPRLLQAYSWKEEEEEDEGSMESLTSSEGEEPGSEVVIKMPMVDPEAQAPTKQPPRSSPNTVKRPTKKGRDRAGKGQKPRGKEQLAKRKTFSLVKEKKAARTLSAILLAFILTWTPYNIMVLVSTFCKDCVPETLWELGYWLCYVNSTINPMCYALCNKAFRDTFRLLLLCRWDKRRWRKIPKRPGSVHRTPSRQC
TAAR1 ag = agonists of human TAAR1. Q96RJ0. CHO RD-HGA16 TAAR1, Fluo-8 calcium fluorescence; vehicle wells 0%, saturating PEA agonist 100%. activation, % at 3 µM. 0.99% of 360,000 active. AID 624467;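 active = activation above the mean activation of all test compounds in the run plus 3 SD, cut at about 38% in these data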
Target sequence (Q96RJ0 whole entry, looked up): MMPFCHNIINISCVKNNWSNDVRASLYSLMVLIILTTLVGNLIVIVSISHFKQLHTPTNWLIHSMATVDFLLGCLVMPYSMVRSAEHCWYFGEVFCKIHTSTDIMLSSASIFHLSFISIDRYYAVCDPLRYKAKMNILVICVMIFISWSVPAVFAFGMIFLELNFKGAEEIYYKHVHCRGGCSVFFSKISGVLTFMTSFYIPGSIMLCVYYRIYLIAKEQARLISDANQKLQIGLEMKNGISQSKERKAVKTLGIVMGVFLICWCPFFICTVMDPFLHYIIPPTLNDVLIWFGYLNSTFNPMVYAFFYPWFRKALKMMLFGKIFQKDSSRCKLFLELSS
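Test system: RD-HGA16 (CHO) cells co-expressing Gα16 and hTAAR1 | Doses: Single dose, 3 µM | Schedule: 17-24 h seeding, 75 min 37 °C dye, 30 min RT | Evaluation: % activation from peak over basal fluorescence ratio, DMSO-to-PEA scaled | Technique: Kinetic Fluo-8 calcium fluorescence | Benchmarks: Low control DMSO, high control PEA (EC100)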
M4 antag = antagonists of human muscarinic M4 receptor (CHRM4); 0.73% of 360,000 active; P08173; inhibition, % at 3 µM; AID 624125; CHO-hM4 cells, ACh EC80, Fluo-8 calcium fluorescence;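 active = inhibition above its plate's cutoff, the mean inhibition of sample wells plus 3 SD, cut at about 27% in these data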;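 note: 0% = acetylcholine EC80 with DMSO and 100% = DMSO without agonist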
M5 PAM = potentiates acetylcholine response at human M5 receptor; AID 624038; 0.3% of 360,000 active; CHO-K1 hM5, Fluo-8 calcium, ACh EC20 PAM; 0% = ACh EC20, 100% = ACh EC100; activation, % at 3 µM;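 active = activation above the run cutoff, the mean activation of all test compounds plus 3 SD, cut at about 18% in these data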
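Assay system: CHO-K1 hM5 cells / Incubation: Fluo-8 loading 80 min at 37 °C plus 30 min room temperature / Technique: Fluo-8 calcium dye fluorescence, kinetic read / Repeats: single replicate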
CHRM4 agonist = agonists of human muscarinic M4 receptor (CHRM4); P08173; CHO-K1 hM4/Gqi5, Fluo-8 calcium fluorescence; vehicle 0%, full acetylcholine response 100%; activation, % at 3 µM; 0.14% of 360,000 active;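 active = activation above the run mean over all test wells plus 3 SD, cut at about 32% in these data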;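 note: peak over basal fluorescence ratio per well then scaled between controls; 0% = DMSO wells and 100% = acetylcholine at EC100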
CHRM1 PAM = human CHRM1 positive allosteric modulation | CHO-K1 hM1, Fluo-8 calcium fluorescence, ACh EC20; 0% = ACh EC20, 100% = maximal ACh | activation, % at 3 µM | 0.088% of 360,000 active | AID 588819; in the data active = activation above about 19%, passing the limit was not always enough
CHRM5 antagonist = antagonists of human muscarinic M5 receptor (CHRM5). CHO-hM5 cells, Fluo-8 calcium fluorescence, ACh EC80. 0.59% of 360,000 active. P08912. inhibition, % at 3 µM. AID 624040;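 active = inhibition above a per-plate cutoff, the mean of that plate's test compounds plus 3 SD, cut at about 27% in these data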;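 note: 0% = acetylcholine EC80 with DMSO and 100% = DMSO without agonist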
CHRM1 agonist = human M1 muscarinic receptor agonism; activation, % at 3 µM; CHO-K1 hM1, Fluo-8 calcium fluorescence, agonist mode; 0% DMSO, 100% acetylcholine EC100; 0.33% of 360,000 active; P11229;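 active = activation above the run's mean compound activation plus 3 SD, cut at about 16% in these data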;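 note: peak over basal fluorescence ratio within a 140 s kinetic read after compound addition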
An asterisk follows results filed as active; x = not tested or not shown.

A first look (8 entries):
1. COc1cc(Cl)cc(/C=C/c2ccc3cccc(O)c3n2)c1OC
2. COc1cccc(C(C(=O)NC2CCCC2)N2CCN(c3ncccc3C#N)CC2)c1OC (stereo unspecified)
3. O=[N+]([O-])c1ccc(N2CCN(c3ccccc3)CC2)nc1
4. Cc1ccc(NS(=O)(=O)c2ccc(C(=O)N3CCN(c4ncccn4)CC3)cc2)cc1
5. CC(C)(C)c1ccc(OC(=O)c2cccnc2)cc1
6. O=C(c1ccc(=O)oc1)N1CCCc2ccccc21
7. O=S(=O)(Nc1nc2ccccc2nc1NCC1CCCO1)c1ccc(F)cc1 (stereo unspecified)
8. Cc1ccc(NC(=O)Cc2nc(CN(C)CC(=O)Nc3ccc(C)cc3)cs2)cc1
assay / entry	1	2	3	4	5	6	7	8
CHRM5 agonist	0	2	-3	13	-6	0	-3	-4
M1 antag	-22	x	-6	4	-5	-7	-10	-14
TAAR1 ag	2	1	2	13	18	6	8	4
M4 antag	4	-6	-18	-7	-4	13	-5	8
M5 PAM	1	-4	-6	-17	-8	-4	6	3
CHRM4 agonist	0	5	1	18	0	0	1	2
CHRM1 PAM	18	x	6	-10	5	3	6	9
CHRM5 antagonist	1	15	6	15	-2	4	-3	1
CHRM1 agonist	-1	x	0	7	-1	-3	-2	-5

The listing (from the top)
1. COc1cc(Cl)cc(/C=C/c2ccc3cccc(O)c3n2)c1OC
2. COc1cccc(C(C(=O)NC2CCCC2)N2CCN(c3ncccc3C#N)CC2)c1OC (stereo unspecified)
3. O=[N+]([O-])c1ccc(N2CCN(c3ccccc3)CC2)nc1
4. Cc1ccc(NS(=O)(=O)c2ccc(C(=O)N3CCN(c4ncccn4)CC3)cc2)cc1
5. CC(C)(C)c1ccc(OC(=O)c2cccnc2)cc1
6. O=C(c1ccc(=O)oc1)N1CCCc2ccccc21
7. O=S(=O)(Nc1nc2ccccc2nc1NCC1CCCO1)c1ccc(F)cc1 (stereo unspecified)
8. Cc1ccc(NC(=O)Cc2nc(CN(C)CC(=O)Nc3ccc(C)cc3)cs2)cc1
assay / entry	1	2	3	4	5	6	7	8
CHRM5 agonist	0	2	-3	13	-6	0	-3	-4
M1 antag	-22	x	-6	4	-5	-7	-10	-14
TAAR1 ag	2	1	2	13	18	6	8	4
M4 antag	4	-6	-18	-7	-4	13	-5	8
M5 PAM	1	-4	-6	-17	-8	-4	6	3
CHRM4 agonist	0	5	1	18	0	0	1	2
CHRM1 PAM	18	x	6	-10	5	3	6	9
CHRM5 antagonist	1	15	6	15	-2	4	-3	1
CHRM1 agonist	-1	x	0	7	-1	-3	-2	-5

9. O=C(CCNC(=O)c1ccccc1)NN=Cc1ccc(Br)o1
10. CCOC(=O)c1[nH]c2ccc(OC)cc2c1NC(=O)CCN1CCc2ccccc2C1
11. CN1CCSc2ccc(C(=O)Nc3cccc(F)c3)cc21
12. O=c1[nH]c(Cc2cccs2)nc2ccccc12
13. C=CCn1c(Cc2ccccc2)nnc1SCc1nc2ccccc2c(=O)[nH]1
14. CCCn1c(CCNc2nc(-c3cccc(Br)c3)cs2)nc2ccccc21
15. COC(=O)C1=C(C(=O)OC)[C@@H]2N(Cc3ccccc3)c3ccccc3[C@@]23C[C@@H](C(=O)OC)N=C3N1
16. C#CCOCCOCCOCCNc1nc(N2CCN(C(=O)[C@H](CCCCN)n3cc(C(N)CC(C)C)nn3)CC2)nc(N2CCN(C(=O)[C@H](CCC(=O)O)n3cc(C(N)[C@H](C)CC)nn3)CC2)n1 (stereo partly specified)
assay / entry	9	10	11	12	13	14	15	16
CHRM5 agonist	1	-6	-15	-2	-1	1	1	3
M1 antag	-19	16	19	4	-21	2	15	-3
TAAR1 ag	2	18	-2	4	3	1	8	x
M4 antag	-2	-6	1	-1	-11	-5	2	-1
M5 PAM	-2	-3	-17	-5	6	-2	9	8
CHRM4 agonist	2	3	1	0	2	-1	0	2
CHRM1 PAM	10	-18	-7	0	8	0	-6	7
CHRM5 antagonist	16	-4	17	1	-10	2	1	9
CHRM1 agonist	-1	-10	-8	-13	-2	-3	-6	-4

17. CCN(CC)c1ccc(/C=C(/C#N)C(=O)NC(C)C)o1
18. NC(=O)NN=C1CCN2CCCc3cccc1c32
19. COC(=O)COc1ccc(S(=O)(=O)N2CCOCC2)cc1C
20. O=C1c2ccccc2C(=O)c2c1cccc2N(CCO)CCO
21. Cn1c(NCC(O)CO)nc2c1c(=O)n(Cc1ccc(Cl)c(Cl)c1)c(=O)n2C (stereo unspecified)
22. CCC(C)Oc1cccc(C(=O)Nc2ccccc2N2CCOCC2)c1 (stereo unspecified)
23. O=C(NC1CCCN(C2Cc3ccccc3C2)C1)c1ccc(F)cc1Cl (stereo unspecified)
24. COC(=O)c1cccc(C(=O)N2CCCC(C(=O)c3cc(F)ccc3F)C2)c1 (stereo unspecified)
assay / entry	17	18	19	20	21	22	23	24
CHRM5 agonist	6	-1	1	-5	-2	-5	-10	-2
M1 antag	2	-6	5	-15	1	11	-9	-13
TAAR1 ag	11	1	5	3	7	4	1	-2
M4 antag	7	-8	14	-18	5	-6	4	-8
M5 PAM	-1	3	-2	7	-2	-4	1	1
CHRM4 agonist	10	1	1	1	2	1	1	1
CHRM1 PAM	-3	6	-1	4	-4	-4	9	13
CHRM5 antagonist	14	4	3	1	1	-1	4	-1
CHRM1 agonist	8	-4	-2	-4	-5	-4	-5	-2

25. NC(=O)C1CCN(C(=O)CCSCc2ccccc2)CC1
26. Cc1ccc2c(nc3s/c(=C\c4ccc(-c5ccccc5C(=O)O)o4)c(=O)n32)c1C
27. COc1ccc(-c2cc(NC=O)c3ncc(-c4cccc(C(=O)N(C)C)c4)n3c2)c(OC)c1
28. CCCC(=O)NC(Nc1ccc(S(=O)(=O)Nc2cc(C)on2)cc1)(C(F)(F)F)C(F)(F)F
29. COc1ccc(Nc2nc(C(=O)N3CCc4cc(OC)c(OC)cc4C3)cs2)cc1
30. Cc1ccc(-c2noc(CN(C)C(=O)c3ccoc3C)n2)cc1
31. CCOc1ccc(S(=O)(=O)NCC(=O)N(C)Cc2cccnc2)cc1
32. COc1ccc(C2=CCN3CCCCC3C2)c(-c2ccc(OC)c(OC)c2)c1 (stereo unspecified)
assay / entry	25	26	27	28	29	30	31	32
CHRM5 agonist	0	1	-1	-4	-4	0	1	-4
M1 antag	3	0	-1	-25	8	-11	-13	18
TAAR1 ag	1	4	8	10	2	1	10	2
M4 antag	2	4	-12	-6	23	-8	10	-5
M5 PAM	1	5	-11	-1	-12	-2	2	2
CHRM4 agonist	2	4	11	1	7	7	0	3
CHRM1 PAM	3	0	-5	6	4	16	8	-8
CHRM5 antagonist	3	-1	12	-5	12	10	-5	4
CHRM1 agonist	2	-2	-3	-3	-1	2	-2	-7

33. COc1ccc(NC(=O)CS(=O)CC(=O)Nc2cccnc2)cc1 (stereo unspecified)
34. Cc1ccc(/C=C2\SC(=S)N(CCCC(=O)Nc3ccccc3C(=O)O)C2=O)cc1
35. Cc1cc(C)c(NC(=O)CCN2CCN(Cc3ccccc3)CC2)c(C)c1
36. COc1ccc(OC)c(NC(=O)N2CCCc3ccccc32)c1
37. O=C(O)c1ccc(N=NN2CCOCC2)cc1
38. CCS(=O)(=O)N1CCN(Cc2ccc([N+](=O)[O-])cc2)CC1
39. CCc1nnc(NS(=O)(=O)c2ccc(NC(=O)c3cc(Cl)ccc3[N+](=O)[O-])cc2)s1
40. Cc1cccc(C)c1NC(=O)COC(=O)c1cc(=O)[nH]c2ccccc12
assay / entry	33	34	35	36	37	38	39	40
CHRM5 agonist	-4	-2	1	-4	2	-2	0	1
M1 antag	-6	1	-4	-4	-4	-5	-20	19
TAAR1 ag	0	-1	1	-3	1	1	1	12
M4 antag	4	10	4	-2	-5	-11	3	5
M5 PAM	-3	-7	13	-1	-7	8	-2	3
CHRM4 agonist	1	0	1	0	1	1	0	1
CHRM1 PAM	0	6	4	5	1	7	16	-7
CHRM5 antagonist	9	2	-6	-9	1	-3	4	-1
CHRM1 agonist	-2	1	-5	-7	0	-5	-1	-4

41. CC(=O)Nc1cccc(NC(=O)c2ccc3c(c2)CCN3S(C)(=O)=O)c1
42. CCOc1ccc(OCCC(=O)OC(C)C(=O)Nc2ccc(Cl)cn2)cc1 (stereo unspecified)
43. Cc1[nH]c(-c2ccc(F)cc2)cc1C(=O)N1CCN(c2ccccc2F)CC1
44. CCOC(=O)C1=C(COC(=O)[C@H](C)NS(=O)(=O)c2ccccc2F)NC(=O)NC1C (stereo partly specified)
45. CN(C)c1ccc2c(c1)Sc1cc(N(C)C)ccc1N2C(=O)c1ccccc1
46. CC(C(=O)NCc1ccccc1)N1C(=O)c2ccccc2C1=O (stereo unspecified)
47. COc1cc([N+](=O)[O-])ccc1NC(=O)CN1CCOCC1
48. CC(=O)Nc1ccc(NC(=O)C(=O)NCC(c2ccco2)N2CCc3ccccc32)cc1 (stereo unspecified)
assay / entry	41	42	43	44	45	46	47	48
CHRM5 agonist	1	1	-3	3	0	-7	-2	4
M1 antag	8	-2	-3	-6	8	-19	-8	-1
TAAR1 ag	19	2	-2	2	2	3	0	0
M4 antag	-2	-8	-9	-7	5	-2	8	-12
M5 PAM	-7	-3	0	6	-6	0	1	0
CHRM4 agonist	8	4	2	1	2	1	1	2
CHRM1 PAM	-2	-1	-3	4	-3	6	19	16
CHRM5 antagonist	12	-7	2	-4	10	11	11	6
CHRM1 agonist	1	-3	-3	-3	-3	-6	1	5

49. CCC(C)(C(=O)NC1CCCCC1)N(C(=O)CC1NC(=O)NC1=O)c1c(C)n(C)n(-c2ccccc2)c1=O (stereo unspecified)
50. Nc1c(S(=O)(=O)c2cccc(Cl)c2)c2nc3ccccc3nc2n1CCN1CCOCC1
51. Cc1cc(C(C)(C)C)oc1C(=O)N(CC(=O)NC1CCCC1)Cc1ccc(Cl)cc1
52. COC(=O)c1cc(C#N)c(Oc2cccc(C)c2C)nc1C
53. COc1cc(C(=O)NCc2ccccc2Cl)ccc1OCC(=O)N1CCOCC1
54. O=S(=O)(NC1CCN(Cc2ccccc2)CC1)c1ccc2ccccc2c1
55. O=C(C[C@@H]1C/C=C\C[C@@H](Cc2ccc(F)cc2)C(=O)OC[C@@H](Cc2ccccc2)NC1=O)N[C@H](CO)Cc1ccccc1
56. N#Cc1ccc(CSc2nnc(-c3c[nH]c4ccccc34)n2-c2ccccc2)cc1
assay / entry	49	50	51	52	53	54	55	56
CHRM5 agonist	-2	5	5	-4	5	-7	0	6
M1 antag	16	4	4	-7	-8	5	9	-1
TAAR1 ag	2	8	26	11	0	9	1	0
M4 antag	-1	1	0	1	12	2	7	-7
M5 PAM	3	-1	-9	-2	5	-7	-5	-6
CHRM4 agonist	2	2	3	-1	1	3	0	10
CHRM1 PAM	-1	2	1	6	11	-9	-6	9
CHRM5 antagonist	1	0	5	6	1	-4	4	15
CHRM1 agonist	-5	-3	2	-4	-1	-6	-7	1

Not all compounds are listed; the hit share may differ from the screen's.
